Jurkat NFkB inh = lowers PMA/ionomycin-induced NF-kB signal in Jurkat cells; inhibition, % at 4 µM; PMA/ionomycin-induced NF-kB luciferase reporter, luminescence; 330,000 compounds, 0.53% hits; in the data active means inhibition above about 50%
Gli-Sufu block = Gli-Sufu pathway antagonism | Sufu-KO-LIGHT fibroblasts, Gli luciferase reporter luminescence | inhibition, % at 5 µM | 340,000 compounds, 0.74% hits | AID 588413;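 active means inhibition above about 55%, limit read from the data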;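 further: 0% = DMSO-treated cells and 100% = wells with medium but no cells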
CXCR6 block = blocks human CXCR6 beta-arrestin recruitment; CHO-K1 PathHunter CXCR6 beta-arrestin, luminescence; inhibition, % at 20 µM; 360,000 compounds, 0.36% hits; O00574; AID 602244; in the data active means inhibition above about 34%, passing the limit was not always enough;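 further: antagonist mode with CXCL16 agonist at 10 nM final; 0% = 10 nM CXCL16 with DMSO and 100% = unstimulated wells without agonist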
UBC13 polyUb = blocks human UBC13 polyubiquitin chain formation | P61088 | TR-FRET | inhibition, % at 20 µM | 330,000 compounds, 0.47% hits | AID 485273; in the data active means inhibition above about 45%, passing the limit was not always enough
Target sequence (P61088 whole entry, looked up): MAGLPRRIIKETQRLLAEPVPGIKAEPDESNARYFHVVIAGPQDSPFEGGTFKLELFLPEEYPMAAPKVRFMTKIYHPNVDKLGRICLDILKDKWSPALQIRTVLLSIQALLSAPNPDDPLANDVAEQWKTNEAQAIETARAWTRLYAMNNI
697 NFkB inh = inhibitors of the PMA/ionomycin-induced NF-kB reporter in 697 B cells; 697 B-cell NF-kB luciferase reporter, 16 h; 330,000 compounds, 0.33% hits; inhibition, % at 4 µM; AID 435022; in the data active means inhibition above about 35%
APJ antagonist = APJ receptor antagonism. CHO-K1 APJ beta-arrestin complementation, luminescence. inhibition, % at 20 µM. 330,000 compounds, 0.32% hits. AID 2521;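 active means inhibition above about 40% at 20 µM, limit read from the data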;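 further: cells challenged with 10 nM apelin-13 agonist together with compound; plate controls were apelin-13 plus DMSO wells for no effect and DMSO wells lacking apelin-13 for full effect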
Target sequence (P35414 whole entry, looked up): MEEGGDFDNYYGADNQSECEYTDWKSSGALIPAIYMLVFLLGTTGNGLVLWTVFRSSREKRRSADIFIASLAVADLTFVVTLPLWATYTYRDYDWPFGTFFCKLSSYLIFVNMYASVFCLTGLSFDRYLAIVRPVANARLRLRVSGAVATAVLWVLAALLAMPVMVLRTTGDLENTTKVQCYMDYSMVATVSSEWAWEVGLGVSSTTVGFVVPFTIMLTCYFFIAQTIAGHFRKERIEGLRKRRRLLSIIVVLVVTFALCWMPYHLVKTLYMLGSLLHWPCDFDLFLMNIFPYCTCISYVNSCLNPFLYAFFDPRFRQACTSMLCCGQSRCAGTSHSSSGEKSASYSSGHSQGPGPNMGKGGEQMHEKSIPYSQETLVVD
EBI2 antag = blocks human EBI2 receptor beta-arrestin signaling; EBI2 beta-arrestin recruitment, luminescence, 7a,25-OHC stimulated; AID 651636; inhibition, % at 5 µM; 360,000 compounds, 0.81% hits; P32249; in the data active means inhibition above about 38%;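 further: enzyme fragment complementation signal reports receptor beta-arrestin coupling in cells; 0% = agonist plus DMSO wells and 100% = wells without agonist; some results beyond the cut were filed as inactive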
Target sequence (P32249 whole entry, looked up, the tested form may be a part): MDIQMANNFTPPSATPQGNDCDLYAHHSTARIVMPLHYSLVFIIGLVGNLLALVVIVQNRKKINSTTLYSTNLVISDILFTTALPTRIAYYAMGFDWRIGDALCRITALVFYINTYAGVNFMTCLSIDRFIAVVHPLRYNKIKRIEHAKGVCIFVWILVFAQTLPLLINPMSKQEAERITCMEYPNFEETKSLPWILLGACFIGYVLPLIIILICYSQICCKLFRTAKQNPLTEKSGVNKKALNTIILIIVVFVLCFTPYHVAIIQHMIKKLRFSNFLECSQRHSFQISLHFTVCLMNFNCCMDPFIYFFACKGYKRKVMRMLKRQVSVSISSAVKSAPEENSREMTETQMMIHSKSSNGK
CCR6 antagonist = blocks CCL20-driven beta-arrestin recruitment at human CCR6; P51684; CHO-K1 CCR6 PathHunter beta-arrestin, luminescence, CCL20-stimulated; inhibition, % at 20 µM; 340,000 compounds, 0.49% hits; AID 493098;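 active means compounds whose inhibition of the agonist-driven luminescence signal at 20 µM reaches about 50%, limit read from the data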;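 further: cells stimulated with CCL20 at 14 nM final; plate controls were DMSO with CCL20 for no effect and DMSO without agonist for full effect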
Starred values were filed as active, the others as inactive; . = no result given.

structure	Jurkat NFkB inh	APJ antagonist	CCR6 antagonist	CXCR6 block	Gli-Sufu block	EBI2 antag	697 NFkB inh	UBC13 polyUb
CCOc1cc(N2CCOCC2)c(OCC)cc1NC(=O)c1ccc(S(=O)(=O)N(C)C)cc1	-5.2	4.8	-11.6	0.1	10.1	-3.3	-7.4	-14.5
CCN(CC)CCCNS(=O)(=O)c1ccc(OC)cc1	-5.9	6.3	1.6	-5.7	-4.3	-1.6	15.1	13.9
Cc1ccccc1-c1nnn(CC(=O)c2ccc(S(=O)(=O)N3CCCC3)cc2)n1	-17.3	-2.3	0.8	6.8	11.4	14.3	-15.5	1.9
NC(=O)c1ncn([C@@H]2O[C@H](CNCc3cc(Br)ccc3OCc3ccccc3)[C@@H](O)[C@H]2O)n1	.	.	-3.4	1.2	1.4	-5.5	.	.
Cc1cc(N2CCCC2=O)cc(C)c1CN1C(=O)c2ccccc2C1=O	-16.4	-15.3	-3.6	6.3	5.1	2.4	-39.2	0.7
CCCCOC(=O)C1=C(C)NC(=O)NC1c1ccccc1 (stereo not drawn)	2.7	11.3	12.9	-3.1	-2.8	22.9	2.9	7.5
CCCCn1c(N)c(N(CC(C)C)C(=O)CSc2n[nH]c(-c3ccc(C)cc3)n2)c(=O)[nH]c1=O	13.8	17.3	-4.8	4.5	-3.6	-4.6	-6.1	6.5
Cc1cccc(N(C)C(=O)COc2cc(=O)n(C)c3ccccc23)c1	1.4	33.3	2.0	-0.6	-1.5	-2.4	-0.2	5.4
COc1ccc(CCNC(=O)c2cc(S(=O)(=O)N3CCCC3)cn2C)cc1OC	3.9	-4.0	6.8	-1.4	7.8	-6.5	8.8	-9.3
CCNC(=S)N/N=C(\C)c1cccc(C(F)(F)F)c1	-13.7	11.8	6.6	8.5	-4.5	-3.7	-9.1	-2.1
O=C1Nc2cc(Cl)c(Cl)cc2N(O)N1c1cc(Cl)cc(Cl)c1	5.4	10.5	2.7	1.9	-8.3	-0.9	20.3	-7.3
Cc1ccc(C)c(S(=O)(=O)Nc2cc(SCC(=O)O)c(O)c3ccccc23)c1	.	.	7.0	6.0	8.9	4.9	.	.
Cc1[nH]c2ccccc2c1C(=O)COc1ccccc1F	-17.2	-6.7	-1.8	0.9	-17.7	0.3	-10.8	-20.3
O=CNc1ccc2c(c1)Cc1cccc(NC=O)c1-2	.	.	2.5	-8.2	-13.4	-6.0	.	.
O=C(NCC(=O)N1CCN(C(=O)c2ccco2)CC1)c1cccc(Cl)c1	1.9	23.9	7.2	-2.2	-3.4	-0.7	14.2	-9.2
CCCC(=O)Nc1ccc(NC(=O)c2cccs2)cn1	-5.8	-10.6	-8.1	-3.2	-31.0	-1.6	3.8	3.0
CCOC(=O)c1cc(C)n(-c2ccc(Cl)cc2)c1C	17.5	-8.2	10.0	12.3	3.3	-4.1	-5.2	7.1
COC(=O)CC1c2cc(OC)c(OC)cc2CC(=O)c2cc(OC)c(OC)cc21 (stereo not drawn)	-0.4	-7.9	-3.0	-15.4	-3.3	-3.3	15.0	12.8
C=CCn1c(Cc2csc(N)n2)nnc1SCC(=O)Nc1ccccc1C(F)(F)F	0.0	-1.4	0.4	1.9	-1.4	4.5	6.8	11.5
CCN(CC)c1ccc(S(=O)(=O)N2CCOCC2)cc1NC(=O)COC(=O)c1cccnc1SC	9.2	-19.7	16.4	0.1	5.9	-0.2	0.9	-5.5
CCC(=O)c1ccc(OCC(=O)OCC(=O)Nc2sccc2C(N)=O)cc1	-43.7	6.9	-16.2	-1.9	-15.5	-2.7	18.0	21.9
CCOC(=O)CNC(=O)Nc1ccccc1C(=O)OC	2.9	15.6	-7.0	10.2	-1.2	-0.3	21.1	7.7
C/C(=N\NS(=O)(=O)c1ccc(Cl)c([N+](=O)[O-])c1)c1cc2ccccc2o1	4.8	4.1	-10.6	-1.8	-0.8	-3.8	9.5	-9.4
CCCc1nc(NCc2ccco2)c(C#N)c2c1COC(C)(C)C2	7.9	28.0	11.4	6.2	4.5	-1.4	0.7	0.4
Cn1c(=O)n(C)c2cc(S(=O)(=O)O)ccc21	-13.2	15.5	-7.0	-1.5	24.1	6.9	18.0	4.1
Cc1ccc(C(=O)N2CCCCC2C(=O)O)o1 (stereo not drawn)	-2.8	-12.5	-0.8	-7.0	-6.2	0.6	8.9	-8.6
COc1cc(/C=C/c2nc3ccccc3c(=O)[nH]2)cc(Br)c1O	-31.6	3.2	-6.1	-0.9	-5.7	9.2	-9.1	-5.4
COc1ccc(NC(=O)c2ccc(OCc3c(C)noc3C)c(OC)c2)cn1	5.7	-2.4	-3.3	-6.6	5.5	-5.4	22.1	3.2
COc1cccc(CNC(=O)C2CCN(S(=O)(=O)c3cnc[nH]3)CC2)c1	5.8	3.6	8.2	11.0	-1.1	0.9	24.0	1.2
COc1ccc(-n2cc(CNCC3CCOCC3)c(-c3cccc(F)c3)n2)cc1	-3.3	-7.5	5.8	-8.9	34.0	3.1	5.6	14.6
Cc1nn(C)c(C(=O)NNC(=O)NC2CCCCC2)c1Cl	-27.6	-0.7	15.2	6.5	-3.3	-10.1	-41.1	-8.7
Cc1ccc(NC(=O)c2ccc(NS(=O)(=O)/C=C/c3ccccc3)cc2)nc1	20.2	6.1	8.4	-7.1	8.3	11.2	-5.6	5.2
c1ccc(CSc2ccc(-c3cccs3)nn2)nc1	-63.0	-7.6	0.3	1.1	-77.4	-0.6	-66.9	4.2
COc1ccc(C(=O)Nc2ccc3c(c2)n(C)c(=O)n3C)cc1OC	-13.3	9.0	8.3	-3.3	6.8	4.0	27.1	8.4
O=C(CSc1nc(=O)n2ccccc2n1)N1CCC(Cc2ccccc2)CC1	6.9	5.8	-2.1	-9.5	19.5	-6.7	4.5	-1.3
O=C(COc1ccc(Cl)cc1)Nc1nnc(C2=COCCO2)o1	-8.6	-7.5	2.4	3.8	-4.6	3.7	-7.8	-0.5
N/C(=N\c1nc2c(c(=O)[nH]1)CCC2)Nc1cccc(Cl)c1	36.0	-1.7	-3.6	3.0	25.9	-2.2	1.2	7.8
CC(Cc1ccccc1)C(=O)NCc1ccncc1 (stereo not drawn)	-1.1	15.0	7.6	10.0	3.3	-6.8	15.8	8.6
COc1ccccc1C(=O)Nc1c(C(=O)N2CCN(C)CC2)oc2ccccc12	-0.8	3.0	23.2	7.9	-34.6	6.7	-9.3	-4.7
COc1cccc(CNC(=O)C2CCN(Cc3cnn(-c4ccccc4)c3-n3cccc3)CC2)c1	7.5	-15.9	0.9	12.8	2.1	-3.0	2.8	0.7
O=C(CC(c1ccccc1)c1ccccc1O)NCCN1CCOCC1 (stereo not drawn)	8.4	6.5	-6.5	1.5	0.6	0.9	-7.0	-2.1
C=CCNC(=S)N1CCN(S(=O)(=O)c2ccc(C)cc2)CC1	-2.2	10.8	6.6	-3.0	-0.8	-3.5	20.8	-3.4
O=C(COc1nsnc1N1CCOCC1)Nc1ccccc1Cl	-1.8	-15.2	4.5	-3.6	3.5	-1.6	-4.5	-1.5
CC1=NN(c2cccc(C(=O)O)c2)C(=O)/C1=C\C=C\c1ccco1	-3.2	24.7	29.2	18.3	-7.0	5.4	-46.9	-78.2
NS(=O)(=O)c1ccc(CNC(=O)c2ccc3c(c2)OCO3)cc1	35.1	3.9	-4.4	4.7	-3.5	0.7	11.2	4.3

Four entries drawn at random from the list so far:
structure	Jurkat NFkB inh	APJ antagonist	CCR6 antagonist	CXCR6 block	Gli-Sufu block	EBI2 antag	697 NFkB inh	UBC13 polyUb
COc1ccccc1C(=O)Nc1c(C(=O)N2CCN(C)CC2)oc2ccccc12	-0.8	3.0	23.2	7.9	-34.6	6.7	-9.3	-4.7
N/C(=N\c1nc2c(c(=O)[nH]1)CCC2)Nc1cccc(Cl)c1	36.0	-1.7	-3.6	3.0	25.9	-2.2	1.2	7.8
O=C(CSc1nc(=O)n2ccccc2n1)N1CCC(Cc2ccccc2)CC1	6.9	5.8	-2.1	-9.5	19.5	-6.7	4.5	-1.3
Cc1nn(C)c(C(=O)NNC(=O)NC2CCCCC2)c1Cl	-27.6	-0.7	15.2	6.5	-3.3	-10.1	-41.1	-8.7

(listing goes on)
structure	Jurkat NFkB inh	APJ antagonist	CCR6 antagonist	CXCR6 block	Gli-Sufu block	EBI2 antag	697 NFkB inh	UBC13 polyUb
Cc1ccsc1/C=N/N=C/c1sccc1C	-172.6	13.4	20.8	-3.5	-83.1	-3.5	-298.9	-13.6
CC[C@]12c3[nH]c4cc(-c5ccco5)ccc4c3CCN1C(=O)[C@@H](CC(=O)NC(C)(C)C)C[C@@H]2C(=O)N1CCN(C(=O)c2ccco2)CC1	.	.	19.2	-4.7	6.3	2.0	4.8	.
Cn1c(SCC(=O)c2ccc(-c3ccccc3)cc2)nnc1-c1ccco1	5.6	-1.7	0.0	2.9	6.4	-11.3	-9.3	-9.8
CC(=O)NS(=O)(=O)c1ccc(NC(=S)NC(=O)C(C)C)cc1	0.0	-3.1	6.0	2.4	92.8*	-1.8	-12.1	-5.9
COc1ccc(C(CNC(=O)c2ccc(S(=O)(=O)Nc3ccccc3F)cc2)N(C)C)cc1 (stereo not drawn)	7.4	5.3	-22.7	3.3	14.4	5.0	-3.7	94.8*
O=S(=O)(c1ccc(C2=CSC3=NCCN23)cc1)N1CCOCC1	-22.3	-6.1	-9.0	-12.5	0.5	5.1	6.5	-8.5
O=C(C(=O)N1CCN(c2ccc([N+](=O)[O-])cc2)CC1)c1cn(CC(=O)N2CCOCC2)c2ccccc12	12.6	-11.6	-8.7	5.6	9.2	-3.0	6.0	-2.0
Cc1cc2occ(CC(=O)NNC(=O)c3ccccc3F)c2cc1C	9.8	6.0	14.3	1.0	-6.9	2.2	3.1	-6.1
CCOC(=O)C1CCCN(Cc2ccc(OC)cc2OC)C1 (stereo not drawn)	-3.6	-4.0	8.5	3.4	10.6	-4.9	3.1	-5.3
Cc1ccc2c(c1)c1c(n2C)-c2[nH]ncc2CC1	-31.7	4.4	-4.0	-5.1	-18.2	-24.1	-20.3	9.5
CC(C)n1c(=N)c(C(=O)NCCc2ccccc2)cc2c(=O)n3ccccc3nc21	-8.5	23.4	15.9	9.7	11.8	4.7	-70.2	-1.8
COc1ccc(C(=O)N2CCC(C(=O)Nc3ccccc3OC)CC2)cc1	-6.9	-6.9	12.1	7.5	4.9	-8.9	-6.4	-3.3
CC(C)(C)Cc1nc(-c2ccc(Cl)cc2)no1	-2.1	10.6	3.0	-6.7	35.9	-6.8	17.8	-4.6

Screening data from PubChem BioAssay.
